High-throughput results (PubChem)
TDP1 inh: inhibitors of human tyrosyl-DNA phosphodiesterase TDP1; Q9NUW8; recombinant TDP1, AlphaScreen DNA substrate cleavage; Potency, µM (top dose mostly 130 µM), for the others: at the highest dose activity change, negative = inhibition, usual class: inhibitors; hit rate 0.28% among 350,000; AID 485290; note: nearly all actives have a fitted effect of over 40% in size
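Compounds were preincubated with Tdp1 (1 nM final) for 15 min at room temperature before substrate (15 nM final) started a 5 min reaction; beads (10 ug/ml final) were then added for 10 min before AlphaScreen detection.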
DT40 TDP1 no CPT: qHTS for Inhibitors of human tyrosyl-DNA phosphodiesterase 1 (TDP1): qHTS in cells in absence of CPT. Potency, µM (titrated, usually from 46.2 µM), without a hit: at the top dose activity change, negative = growth inhibition, most hits filed as inhibitors. DT40 Tdp1-/- hTDP1 cells, no CPT, ATP luminescence, 48 h. hit rate 15% among 420,000; note: nearly all actives have a fitted effect of over 55% in size
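Compound effects on proliferation are scored in DT40 Tdp1-/-;hTDP1 cells in the absence of CPT. ATP levels (CellTiter-Glo luminescence) are recorded after a ≥48 hr, 37 °C incubation.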
KAT2A inh: GCN5L2 (KAT2A) acetyltransferase inhibition. Q92830. GCN5L2 HAT assay, ThioGlo1 CoA-SH fluorescence. Potency, µM (titrated, usually from 58.9 µM), inactives show at the top dose activity change, negative = inhibition, hits mostly inhibitors. hit rate 0.21% among 390,000. AID 504327
Target sequence (Q92830 whole entry, looked up): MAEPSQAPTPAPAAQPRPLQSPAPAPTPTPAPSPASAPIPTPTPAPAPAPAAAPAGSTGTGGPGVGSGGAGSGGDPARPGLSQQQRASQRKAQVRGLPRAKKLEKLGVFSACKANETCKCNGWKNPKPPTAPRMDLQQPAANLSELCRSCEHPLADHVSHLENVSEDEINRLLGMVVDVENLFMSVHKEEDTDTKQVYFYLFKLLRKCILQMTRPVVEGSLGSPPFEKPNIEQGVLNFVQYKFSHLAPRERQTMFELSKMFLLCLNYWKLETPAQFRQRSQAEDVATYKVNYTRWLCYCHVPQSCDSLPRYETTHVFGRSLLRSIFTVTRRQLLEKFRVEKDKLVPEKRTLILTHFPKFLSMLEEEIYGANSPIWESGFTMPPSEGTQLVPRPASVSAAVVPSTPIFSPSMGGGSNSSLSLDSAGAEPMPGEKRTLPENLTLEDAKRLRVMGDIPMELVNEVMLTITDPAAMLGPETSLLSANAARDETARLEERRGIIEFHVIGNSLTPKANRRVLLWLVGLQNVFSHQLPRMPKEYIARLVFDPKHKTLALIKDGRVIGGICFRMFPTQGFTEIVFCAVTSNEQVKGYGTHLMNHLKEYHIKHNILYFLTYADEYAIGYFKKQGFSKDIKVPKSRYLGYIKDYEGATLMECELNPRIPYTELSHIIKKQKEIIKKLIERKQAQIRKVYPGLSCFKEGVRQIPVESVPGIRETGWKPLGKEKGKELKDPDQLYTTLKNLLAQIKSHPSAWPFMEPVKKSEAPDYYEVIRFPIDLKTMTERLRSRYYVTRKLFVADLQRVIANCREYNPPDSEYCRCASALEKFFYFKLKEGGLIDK
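GCN5L2 (20nM final) in 50mM HEPES, 0.1mM EDTA pH 7.5, 0.01% Tween-20 was preincubated 15 min at room temperature with compound, then given ThioGlo1 (50uM), H3(1-25) peptide (75uM) and acetyl-CoA (70uM); CoA-thiol fluorescence (Ex340/Em540) was read at 0 and 20 min.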
* = called active by the depositor; ? = inconclusive; · = no result given; & = joins results of further samples; [ ] = remark or other dose. Calls come from the whole dose curve; as a rule, active = well fitted curve in the direction sought with a large enough effect; inconclusive = small, poorly fitted or top-dose-only effect, or another doubt; inactive = no such curve, though single readings can be large; an effect the other way counts as inactive or inconclusive. % is set by controls: 0 for no effect and ±100 for the full control effect; potency is the fitted concentration of half-maximal effect. Only part of the results is shown; the hit share may differ from the screen's.

compound | TDP1 inh | DT40 TDP1 no CPT | KAT2A inh
CC(Oc1ccccc1)C(=O)N=C1SC2CS(=O)(=O)CC2N1c1cccc(F)c1 (stereo unspecified) | 4% | 15% | -16%
O=C(OCc1nnc(-c2ccccc2)o1)c1cccnc1Cl | 0% | -20% | -1%
O=c1c2cn[nH]c2nc(SCc2ccc3c(c2)OCCO3)n1-c1ccccc1 | 13% | ? | -11%
COc1ccc(CCNS(=O)(=O)c2cccc(C)c2)cc1OC | 1% | -16% | -7%[0.501 µM]
COc1ccc(Cl)cc1C(=O)NCc1cnn(C)c1C | 7% | -4% | 1%
CCOC(=O)/C(C#N)=C/c1cn(CCC(=O)O)nc1-c1ccc(F)cc1 | 1% | 26% | -11%
Cc1ccccc1C(=O)NCc1ccncc1 | -2% | -2% | 3%
CC1Cc2ccccc2N1C(=O)/C=C/c1cccc(F)c1 (stereo unspecified) | 7% | -29% | -5%
Nc1c(-c2ccccc2)cnn1C1CCS(=O)(=O)C1 (stereo unspecified) | 0% | -28% | -6%
CCOC(=O)CSc1nc2c(sc(=S)n2-c2ccc(CC)cc2)c(=O)[nH]1 | · | ? | 0%
O=C(Nc1ccc2c(c1)oc1ccccc12)c1cccnc1 | 5% | ? | -1%
CCOc1ccc(NC2c3ccccc3C(=O)N2Cc2ccc3c(c2)OCO3)cc1 (stereo unspecified) | 10% | 16µM* | -8%
C=CCn1c(Cc2csc(N)n2)nnc1SCC(=O)Nc1ccccc1C(F)(F)F | 8% | -29% | -3%
Cc1ccc2c(=O)c(CN3CCCCCC3)c(C)[nH]c2c1C | · | -24% | -8%
Nc1ncnc2c1ncn2[C@@H]1O[C@H](COP(=O)(O)OP(=O)(O)OP(=O)(O)OP(=O)(O)OC[C@@H]2O[C@H](n3cnc4c(N)ncnc43)[C@@H](O)[C@H]2O)[C@@H](O)[C@H]1O | 5% | ? | -13%&-1%
Cc1ccc(C2Nc3ccccc3C(=O)N2Cc2ccco2)cc1 (stereo unspecified) | 0% | ? | -14%
O=[N+]([O-])c1cnc(Nc2ccccc2)nc1Nc1ccccc1 | · | -1% | 0%
CCOc1cccc(C(=O)N(Cc2ccc(N(C)C)cc2)CC2CCCO2)c1 (stereo unspecified) | 5% | 16µM* | -3%
O=C(C1=NN[C@@H]2C(=O)N(c3cccc(F)c3)C(=O)[C@H]12)C(c1ccccc1)c1ccccc1 | 3% | -8% | 26%
CC(=O)c1cccc(NC(=O)c2ccc3c(=O)n4c(nc3c2)CCCCC4)c1 | 1% | ? | 0%
CCN1C(=O)[C@H]2[C@H]3CN=C(SC)N3[C@@](CC)(C(=O)OC)[C@H]2C1=O | 1%[56.1 µM] | 7% | -2%
Nc1ncnc2c1ncn2[C@H]1C[C@H](O)[C@@H](CO)O1 | 0%&3% | ? | -1%
Cc1ccc(SCC(=O)Nc2ccc3c(c2)C(=O)NC3=O)cc1 | -5% | 3% | -9%
COc1ccc(NC(=S)N(CCN2CCCCC2)Cc2ccco2)cc1 | 2% | -25% | -7%
O=C(c1ccccc1)c1cccc(NC(=O)c2ccco2)c1 | 9% | ? | -7%
O=C(c1ccco1)N1CCN(Cc2nnc(-c3cccc(Br)c3)o2)CC1 | 6% | -18% | -23%
O=C1C2C(C(=O)N1/N=C/c1ccco1)C1C=CC2C12CC2 (stereo unspecified) | -3% | -10% | 1%
COC(=O)c1ccc(C(C(=O)NC2CCCCC2)N(Cc2ccccc2)C(=O)Cc2cccs2)cc1 (stereo unspecified) | 2% | 4.1µM* | -2%
COC(=O)CCC(=O)NNC(=O)C1CC1(c1ccccc1)c1ccccc1 (stereo unspecified) | · | 11% | 2%
FC(F)(F)c1cc(-c2ccc(Cl)cc2)nc2ncnn12 | 1% | 2% | -7%
CCOC(=O)N1CCN(c2ncnc3c2[nH]c2ccc(OC)cc23)CC1 | 4% | 23µM* | -4%
O=C(Nc1cc([N+](=O)[O-])ccc1N1CCOCC1)c1cccs1 | 0% | 5% | 0%
CCOC(=O)N1CCc2c(sc(NCc3cccs3)c2C(=O)Nc2cc(Cl)ccc2OC)C1 | 10% | ? | -15%
CN(c1cccc(Cl)c1)S(=O)(=O)c1cccc(C(=O)NN2CCOCC2)c1 | 1% | 0% | 1%
COc1ccc(N(C)C(=O)Cc2c(C(=O)O)[nH]c3ccccc23)cc1 | 2% | 1% | -13%
OCCC1CN(Cc2nc(-c3ccc(F)cc3)cs2)CCN1CCc1ccccc1 (stereo unspecified) | · | ? | -3%
Cc1ccc(NC(=S)NC2CC3CCCC(C2)N3Cc2cccs2)cc1 (stereo unspecified) | 2% | 18µM* | ?
Cc1cc(C(=O)CSc2nc3ccccc3c(=O)n2C)c(C)n1Cc1ccc2c(c1)OCO2 | 5% | 6.5µM* | -13%
Cc1cccc(NS(=O)(=O)c2nnc(NC(=O)c3ccc(C)c(C)c3)s2)c1 | · | 8% | -6%
CCn1c(SCc2cccc(C)c2)nnc1-c1ccc(C)cc1 | -1% | ? | -17%
CCCn1c(=S)[nH]c2cc(OC)c(OC)cc2c1=O | 2% | -12% | ·
c1ccn2c(SCc3ccc4c(c3)OCCO4)nnc2c1 | 7% | 1% | -1%
COCCCNS(=O)(=O)c1cccc(S(=O)(=O)c2cccc(S(=O)(=O)NCCCOC)c2)c1 | · | -20% | -13%
Cc1nc2sccn2c(=O)c1S(=O)(=O)NCc1ccc(F)cc1 | 3% | -12% | -5%
Clc1ccc(-c2c[nH]c3ccccc23)nn1 | -13% | -8% | 1%
C=CCn1c(COc2ccc(Cl)cc2)nnc1SCC(=O)N/N=C/c1cccc(O)c1 | 3% | ? | -4%
COc1ccc(C(=O)Cn2cnc3ccc(Cl)cc3c2=O)cc1F | · | -18% | -5%
CC(C)C(C)NC(=O)CSc1nnc(-c2c[nH]c3ccccc23)o1 (stereo unspecified) | -3% | -13% | -3%
C#CCOCCOCCOCCNc1nc(N2CCN(C(=O)Cn3cc(CCCCN)nn3)CC2)nc(N2CCN(C(=O)Cn3cc(CCCCN)nn3)CC2)n1 | 3% | 1% | -6%
CCOc1ccc(-n2c(C)c(C(=O)OC)c3cc(O)ccc32)cc1 | · | ? | -8%
CCC(=O)Nc1ccc(N/C(N)=N/c2nc(C)cc(C)n2)cc1 | 1% | 15µM* | 5%
Oc1cc(O)cc(O)c1 | 9% | 8% | -21%
COc1ccc(NC(=O)C2Cc3ccccc3C(=O)O2)cc1 (stereo unspecified) | · | -3% | -11%
CCCOC(=O)c1ccc(Nc2nc3ccccc3nc2-n2nc(C)cc2C)cc1 | 5% | -5% | -15%
CCOC(=O)c1ccc(NC(=O)CCc2nc(-c3ccc(C)cc3)no2)cc1 | 1% | 21µM* | -9%
COc1ccc(N2CCN(C(=O)COC(=O)COc3cccc(C(F)(F)F)c3)CC2)cc1 | 4% | 13% | 0%
CCOC(=O)COc1ccc2nsnc2c1Cl | 5% | 1% | -8%
COCCNc1nc(-c2ccoc2)nc2ccccc12 | · | -20% | -9%
O=C(OCCN1C(=O)c2ccccc2C1=O)c1ccc(S(=O)(=O)N2CCCCCC2)cc1 | -2% | -9% | -5%
CCn1cc2nc(SCc3cccc(Cl)c3)n(Cc3ccc(C)cc3)c(=O)c2n1 | 2% | 23µM* | 0%

14 entries out of the list, arranged by molecular weight, ascending.
compound | TDP1 inh | DT40 TDP1 no CPT | KAT2A inh
Cc1ccccc1C(=O)NCc1ccncc1 | -2% | -2% | 3%
CCOC(=O)COc1ccc2nsnc2c1Cl | 5% | 1% | -8%
O=C(Nc1ccc2c(c1)oc1ccccc12)c1cccnc1 | 5% | ? | -1%
O=C(c1ccccc1)c1cccc(NC(=O)c2ccco2)c1 | 9% | ? | -7%
COc1ccc(NC(=O)C2Cc3ccccc3C(=O)O2)cc1 (stereo unspecified) | · | -3% | -11%
CCC(=O)Nc1ccc(N/C(N)=N/c2nc(C)cc(C)n2)cc1 | 1% | 15µM* | 5%
Cc1ccc(C2Nc3ccccc3C(=O)N2Cc2ccco2)cc1 (stereo unspecified) | 0% | ? | -14%
O=C(Nc1cc([N+](=O)[O-])ccc1N1CCOCC1)c1cccs1 | 0% | 5% | 0%
CCOC(=O)/C(C#N)=C/c1cn(CCC(=O)O)nc1-c1ccc(F)cc1 | 1% | 26% | -11%
CN(c1cccc(Cl)c1)S(=O)(=O)c1cccc(C(=O)NN2CCOCC2)c1 | 1% | 0% | 1%
O=C(c1ccco1)N1CCN(Cc2nnc(-c3cccc(Br)c3)o2)CC1 | 6% | -18% | -23%
O=C(C1=NN[C@@H]2C(=O)N(c3cccc(F)c3)C(=O)[C@H]12)C(c1ccccc1)c1ccccc1 | 3% | -8% | 26%
C=CCn1c(Cc2csc(N)n2)nnc1SCC(=O)Nc1ccccc1C(F)(F)F | 8% | -29% | -3%
Nc1ncnc2c1ncn2[C@@H]1O[C@H](COP(=O)(O)OP(=O)(O)OP(=O)(O)OP(=O)(O)OC[C@@H]2O[C@H](n3cnc4c(N)ncnc43)[C@@H](O)[C@H]2O)[C@@H](O)[C@H]1O | 5% | ? | -13%&-1%

The list goes on.
compound | TDP1 inh | DT40 TDP1 no CPT | KAT2A inh
COc1ccccc1NC(=O)C1CCN(S(=O)(=O)c2cccc3nonc23)CC1 | 2% | -29% | -3%
CC1(C)Cc2ccccc2-c2nnc(C(F)(F)F)n21 | -3% | -16% | 30%
CC(C)CCNC(=O)CN1C(=O)CSc2ccc(S(=O)(=O)N3CCC(C)CC3)cc21 | 8% | ? | -2%
O=C(NC1CCCCC1)C(c1cccnc1)N(C(=O)c1ccc(Cl)nc1)C1CCCCC1 (stereo unspecified) | 11% | -4% | -2%
CCN(C(=O)c1cccc(Br)c1)c1ccccc1 | -3% | -25% | -2%
CCOC(=O)[C@H]1[C@H]2COc3ccc(Br)cc3[C@@H]2N2C(=O)c3cc(Br)ccc3NC(=O)[C@@]12C | 1% | 18µM* | -10%
Fc1ccc(/C=N/Nc2nc(-c3cccnc3)nc3ccccc23)cc1 | · | 16µM* | -7%
COc1ccc2nc3ccccc3nc2c1NC(=O)c1ccc(Br)cc1 | 8% | ? | -3%
CCC1(c2ccc(OC)cc2)NC(=O)N(CC(=O)N2CCc3ccccc32)C1=O (stereo unspecified) | 4% | -23% | -4%
COc1ccc(C)cc1NC(=O)CSc1nc2ccccc2nc1N1CCCC1 | · | 21µM* | 2%
CC(=O)Nc1ccc(Nc2nnc(-c3ccc(C)c(S(N)(=O)=O)c3)c3ccccc23)cc1 | · | 0%&-3% | -11%&-3%
COC(=O)c1cc(NC2c3ccccc3C(=O)N2CCN2CCOCC2)cc(C(=O)OC)c1 (stereo unspecified) | 0% | 5% | -3%
Cc1ccc(Cl)c(NC(=O)Nc2csc3c2CCCC3)c1 | 2% | ? | -5%
COc1ccccc1C(=O)Nc1ccccc1C(=O)N1CCCC1 | 1% | -23% | -5%
O=c1c(-c2ccccc2)nc2cnc(N3CCNCC3)nc2n1Cc1cccs1 | · | ? | -29%
COc1ccc(CC2CCOC2=O)cc1 (stereo unspecified) | 4% | ? | 4%
O=C1C=C(Nc2ccc(Cl)cc2)CC(c2ccco2)C1 (stereo unspecified) | 1%[56.1 µM] | -64% | -10%
c1coc(-c2ccnc3nc(-n4cccc4)nn23)c1 | 9% | ? | -5%
CCn1ccnc1CNC(=O)C1CCC(=O)N(Cc2ccccc2F)C1 (stereo unspecified) | 3% | -16% | -1%
O=C(c1ccco1)N1N=C(c2ccc(Cl)cc2)CC1c1ccco1 (stereo unspecified) | 3% | 9.2µM* | -13%
O=C(CN1CCN(Cc2ccc3c(c2)OCO3)CC1)Nc1cc(S(=O)(=O)N2CCCC2)ccc1Cl | 4% | 16µM* | -14%
CCOc1cc(N2CCOCC2)c(OCC)cc1NC(=S)NCCCOC | 1% | -7% | -6%
Cc1ccc(/C=C(\C#N)C(=O)NCCN2CCOCC2)cc1 | 4% | -13% | 25%
CCCC[C@H]1COCCS(=O)(=O)N1Cc1cccc(Cl)c1 | · | ? | -3%
CCCC(=O)c1ccc(OC(=O)c2c(-c3ccccc3Cl)noc2C)cc1 | -8% | ? | -1%
CCOC(=O)c1cnc2nc(C)nn2c1N | -2% | -11% | -12%
